Source: PubChem BioAssay (Broad Institute)
miR-122 sensor = inhibitors of miR-122 in Huh7 cells; activation (reporter increase), % at 12.5 µM; Huh7 miR-122 Renilla luciferase sensor, 48 h; neutral wells = 0, positive control = 100; 340,000 compounds, 0.3% hits;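 active = mean replicate activation score at least 90 and every replicate individually at or above 90; inconclusive = only one of the two criteria met; inactive = neither criterion met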;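 note: higher luciferase means less miR-122 activity so hits act as miR-122 inhibitors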
The depositor's hits bear a star; ? = inconclusive. An excerpt. The share of hits here may be higher or lower than overall.

Molecule	miR-122 sensor
Cc1ccc(-c2noc(CN3CCN(C(c4ccccc4)c4ccccc4)CC3)n2)cc1	3
CC(C)(C)NC(=O)/C=C/c1cccc(C(F)(F)F)c1	-5
CC1CCC(NC(=O)c2cnccn2)CC1 (configuration not stated)	0
O=S1(=O)CCN(Cc2ccc(Cl)c(Cl)c2)CC1	-5
Cc1ccc(NC(=O)CNc2ccc(OC(C)C)cc2)c(C)c1	-2
CCOC(=O)N/N=C/c1cccc(Cl)c1Cl	-3
CCOC(=O)c1c(NC(=O)C(F)(OC)C(F)(F)F)sc(C(=O)N2CCCCC2)c1C (configuration not stated)	2
N#Cc1c(-c2ccco2)cc(-c2cccnc2)nc1N	6
O=S(=O)(Nc1ccc2c(c1)OCCO2)c1cnc[nH]1	-3
Cc1ccc2nc3c(cc(C(=O)NCC4CCCO4)c(=N)n3CC3CCCO3)c(=O)n2c1 (configuration not stated)	5
CSc1c(-c2ccccc2)nc2ccccc2c1C(=O)O	7
CCOC(=O)CSc1nc(-c2ccccc2)nc2ccc(F)cc12	-7
COc1cccc(-c2nnc(SCC(=O)N3CCOCC3)o2)c1	-2
COc1cc(C2=NOC(C(=O)N3CCOCC3)C2)cc(OC)c1OC (configuration not stated)	1
O=C(c1cccc(C(F)(F)F)c1)N1CCC(O)(CS(=O)(=O)Cc2ccc(Cl)cc2)CC1	-12
CCOC(=O)C1CCCN(CC(=O)/C=C2/N(C)c3ccccc3C2(C)C)C1 (configuration not stated)	-2
O=C(O)C1CC=CCC1C(=O)Nc1ccc(F)c(F)c1 (configuration not stated)	-4
COC(=O)c1c(O)c2c([nH]c1=O)CCCC2	-5
CCOC(=O)C(=O)/C(C#N)=C/Nc1ccccc1	-7
O=C(Cc1ccc(-n2cccc2)cc1)NCc1ccccc1Cl	49
O=C(NCCc1nc(-c2ccccc2)cs1)c1ccc(Br)cc1	-1
Cc1nc(-c2ccccc2)sc1C(=O)CSc1ccc(Cl)cc1	-4
Cc1ccnc(NC(=O)Nc2ccc(F)cc2)c1	-1
COc1ccc(S(=O)(=O)N2CCN(C(=O)c3cccc(Cl)c3)CC2)cc1	0
C=CCN(C(=O)CCC(=O)O)C1CC(=O)N(c2ccc(OC)cc2)C1=O (configuration not stated)	-3
O=C(C1CCCN(S(=O)(=O)c2cccs2)C1)N1CCN(C2CCCCC2)CC1 (configuration not stated)	5
Cc1cccc(-n2cnc3c(c2=O)c2nc4ccccc4nc2n3Cc2ccco2)c1	-3
CCOC(=O)c1c(C)nc(SCC(N)=O)c(C#N)c1-c1ccccc1	-7
COc1ccc(OCCOCCOc2ccc(C)cc2[N+](=O)[O-])cc1	-4
CN(CCOc1ccc(Cl)cc1)c1ccc(S(=O)(=O)N2CCCCC2)cn1	3
COC(=O)CNC(=O)C(NC(=O)c1ccc(Cl)cc1)C(C)C (configuration not stated)	3
Oc1ccc(CN2CCc3ccccc3C2)c2cccnc12	-26
COC(=O)c1nnn(CC(=O)NC(=O)Nc2cccc(C)c2C)c1C(=O)OC	-3
CC(C)c1nc(NCc2ccccc2)c(C#N)c2c1CCCC2	2
O=C(/C=C/c1ccccc1)N(c1ccccn1)C1CCCCC1	1
Cc1ccc(-c2cc(C(=O)NCc3cn(C)nc3C)c3cc(Br)ccc3n2)cc1	-3
Cc1cccc(-n2nnnc2SC(C)C(=O)NCCC2=CCCCC2)c1 (configuration not stated)	-4
COc1ccccc1C1/C(=C(/O)c2ccccc2)C(=O)C(=O)N1CC(C)O (configuration not stated)	-2
O=C(c1ccco1)N1CCN(c2ncnc3c2[nH]c2ccc(Br)cc23)CC1	1
CCc1ccc2nc(-c3cccc(C)c3)nc(SCC(=O)NCC3CCCO3)c2c1 (configuration not stated)	-4
COc1ccc(NC(=O)CS(=O)CC(=O)NC2CCCc3ccccc32)cc1 (configuration not stated)	19
Cc1cc(C(F)F)nn1CC(=O)NCc1ccc(Cl)cc1Cl	3
COc1cccc(-c2nn(C)c3sc(C(=O)N4CCN(c5ccccc5)CC4)cc23)c1	-9
Cc1ccc(C)c(N(CC(N)=O)S(C)(=O)=O)c1	-6
COc1ccc(C(=O)Nc2ccc(S(=O)(=O)N3CCCCC3)cc2)cc1OC	2
CCC(NC(=O)NCc1cccnc1)(C(F)(F)F)C(F)(F)F	-5
O=C1c2ccccc2C(=O)N1CCCCN(C(=O)c1ccc([N+](=O)[O-])cc1)c1ccc(Cl)cc1	9
CCNC(=O)COc1cccc2ccccc12	-3
COC(=O)c1cc(CSc2nnc(NC3CCCCC3)s2)oc1C	3
CCC(=O)N1c2ccc(S(=O)(=O)CCC(=O)NCCC3=CCCCC3)cc2CC1C (configuration not stated)	-5
Cc1[nH]n(C(N)=S)c(=O)c1N=Nc1ccc(S(=O)(=O)N2CCCC2)cc1	-5
N#Cc1c(NC(=O)CCCN2C(=O)c3ccccc3C2=O)oc(-c2ccccc2)c1-c1ccccc1	-4
Cc1ccc(OCC(=O)Nc2cccc(-c3nnc(-c4ccccc4)o3)c2)c(C)c1	-1
COc1cc2[nH]c(=S)n(Cc3ccco3)c(=O)c2cc1OC	-1
COc1ccc(C(=O)NCc2nnc(SCC(=O)NCc3ccc(F)cc3)o2)cc1	-5
O=C(O)CN(c1ccccn1)S(=O)(=O)c1ccccc1	3
Cc1ccc(Sc2ncccc2COC(=O)Nc2ccccc2)cc1	5
O=C(CCCCCn1c(=O)[nH]c2ccsc2c1=O)NCc1ccc2c(c1)OCO2	8
COc1cc(S(=O)(=O)N2CCN=C2c2ccccc2)ccc1F	4
CCCC(=O)Nc1cccc2c1CCCC2	1

The listing continues:
Molecule	miR-122 sensor
CCCCC(C(=O)NC1CCCC1)N(Cc1ccco1)C(=O)Cn1nnc(-c2ccc(F)cc2)n1 (configuration not stated)	-3
Oc1cc(NCc2cccnc2)ccc1-c1nc2ccccc2o1	14
Cc1ccsc1C(C(=O)NC1CCCCC1)N(C(=O)Cc1cccs1)C1CC1 (configuration not stated)	4
COc1ccc(/C=N/NC(=O)CN(C2=NS(=O)(=O)c3ccccc32)c2ccccc2)cc1	-3
Cn1cnnc1SCc1ccc(F)c2ccccc12	-1
CCOC(=O)CNC(=O)CSc1nnc(-c2cccc(OC)c2)n1CC	7
Cn1c(=O)cc(SCC(=O)NCc2cccnc2)c2ccccc21	-4
Cc1ccc(/C(O)=C2/C(=O)C(=O)N(CCN3CCOCC3)C2c2ccccn2)cc1 (configuration not stated)	0
CCOC(=O)CN(C(=O)CNC(=O)c1cccs1)C(C(=O)NC1CCCC1)c1cccnc1 (configuration not stated)	-8
c1ccc(OCCCCn2cnc3ccccc32)cc1	0
O=C(NCc1ccccn1)c1cccs1	-3
CCc1nnc(NC(=O)CCC(=O)NC2CCCCC2)s1	0
CCCCN(CCCC)C(=S)NC(=O)c1ccccc1Cl	-2
CC1CCN(S(=O)(=O)c2cccc(C(=O)O)c2)CC1	9
COc1ccccc1N(O)C1CC(=O)N(c2ccc(F)cc2)C1=O (configuration not stated)	2
CCOP1(=O)C=C(C(C)(C)C)OC1c1ccc(F)cc1 (configuration not stated)	1
N#Cc1ccc(-c2ccccc2)nc1Sc1ccc(F)cc1	7
COc1ccc(C(=O)COC(=O)CCn2nnc(-c3cccc(O)c3OC)n2)cc1	0
C/C(=N\OCC(=O)N/N=C/c1ccccc1O)c1cccs1	-4
Cc1ccc(C(=O)NNC(=S)NC(=O)c2ccc(Cl)cc2)cc1	-3
O=C(CCCOc1ccccc1)Nc1ccc(Br)cc1	-3
O=[N+]([O-])c1ccc(/C=N/n2c(C3CCCCC3)n[nH]c2=S)cc1	5
O=C(Nc1ccc(OC(F)F)c(Cl)c1)Nc1ccc2c(c1)OCO2	-1
CC(=O)Nc1nc(-c2ccc(Cl)cc2)nc(C)c1C(C)=O	-3
CCCCNC(=O)C1CCCN(S(=O)(=O)c2ccc(S(=O)(=O)NCC(C)C)cc2)C1 (configuration not stated)	15
COCCOc1nc2c(c(=O)n(C)c(=O)n2C)n1CCc1ccccc1	5
Cc1ccc(C(=O)C2C(c3cccs3)NC(=O)NC2(O)C(F)(F)F)cc1 (configuration not stated)	3
Oc1ccccc1Cn1c(-c2ccccc2O)nc2ccccc21	4
O=C(c1nc(-c2ccccc2)n(-c2ccccc2)n1)N1CCN(S(=O)(=O)c2ccccc2)CC1	4
Cc1c(C(=O)NCc2ccccc2)c(-c2ccccc2)nn1-c1ccccc1	2

Some of the entries so far, field by field:
> Cc1ccc(C(=O)C2C(c3cccs3)NC(=O)NC2(O)C(F)(F)F)cc1 (configuration not stated)
  miR-122 sensor = 3

> Oc1ccccc1Cn1c(-c2ccccc2O)nc2ccccc21
  miR-122 sensor = 4

> O=C(c1nc(-c2ccccc2)n(-c2ccccc2)n1)N1CCN(S(=O)(=O)c2ccccc2)CC1
  miR-122 sensor = 4

> Cc1c(C(=O)NCc2ccccc2)c(-c2ccccc2)nn1-c1ccccc1
  miR-122 sensor = 2

(next part)
Molecule	miR-122 sensor
Cc1cc(Cl)cc(C)c1OCCCCN1CCOCC1	29
CCOC(=O)CSc1nc2sccc2c(=O)[nH]1	-1
Cc1ccc(C(=O)CC(Nc2ccc(F)cc2)c2ccccc2)cc1 (configuration not stated)	-2
CCn1nnnc1SCC(=O)c1ccc(C)cc1C	-6
C=CCC(Nc1ccco1)c1ccccc1 (configuration not stated)	1
CCCOC(=O)c1ccc(-c2c(C)noc2-c2ccc(OC)cc2O)o1	9
CCOC(=O)N1CCN(C(=O)C(NS(=O)(=O)c2cccc3nsnc23)c2ccccc2)CC1 (configuration not stated)	3
Cc1cc2cc(CCNC(=O)C(C)C)c(=O)[nH]c2cc1C	0
CCc1ccc(NC2=NC(C(=O)NC3CCCCC3)CC(=O)N2)cc1 (configuration not stated)	24
COc1cc(NS(=O)(=O)c2ccc(Br)s2)cc(OC)c1	?
CC1CCCC(C)N1C(=O)Cn1cc(/C=C2/C(=O)Nc3ccccc32)c2ccccc21 (configuration not stated)	42
O=C1C2ON(c3ccc(Cl)cc3)C(c3ccco3)C2C(=O)N1c1ccccc1 (configuration not stated)	-3
COCCNC(=O)C(c1ccccc1)N(CCOC)C(=O)Cn1nnc2ccccc21 (configuration not stated)	-4
CCN(CC)S(=O)(=O)c1cccc(C(=O)N2CC(O)CC2C(=O)OC)c1 (configuration not stated)	-3
CCCCOCCCNS(=O)(=O)Cc1ccccc1	-1
Cc1ccc(Cn2ccc(NC(=O)c3cc(C)on3)n2)cc1	2
COc1ccc(N2CCN(C(=O)CSc3nc4c(c(=O)n(C)c(=O)n4C)n3C(C)C)CC2)cc1	2
O=C(O)CC(C(=O)OCC1CCCO1)N1CCOCC1 (configuration not stated)	2
O=C(O)CSCc1c(F)cccc1Cl	-7
C[n+]1cnn2c1SCC1(COC1)C2	2
CC(=O)OC(C)(C)C#CCN1CCCC1	0
c1ccc(OCCSc2nc3ccccc3o2)cc1	-3
COc1ccc(C)cc1NC(=O)CSc1nnc(-c2ccco2)n1N	11
O=C1CC(SCc2nc3ccccc3[nH]2)C(=O)N1c1ccc(F)cc1 (configuration not stated)	4
Cc1cc(C(=O)CSc2nnnn2-c2ccccc2)c(C)n1CCc1ccccc1	-5
O=C(Nc1ccc(Br)cc1)c1cnccn1	0
O=C(Cn1ccc2ccccc2c1=O)N1CCN(c2cccc(Cl)c2)CC1	-4
COc1ccc(Oc2c(Cl)cnn(-c3ccc(F)cc3)c2=O)cc1	-9
C=CCn1c(SCc2ccc(C#N)cc2)nnc1-c1ccccc1	-1
Oc1c(Cl)cc(Cl)cc1/C=N/c1nccs1	0

Of the compounds above, these contain bromine:
Molecule	miR-122 sensor
O=C(NCCc1nc(-c2ccccc2)cs1)c1ccc(Br)cc1	-1
Cc1ccc(-c2cc(C(=O)NCc3cn(C)nc3C)c3cc(Br)ccc3n2)cc1	-3
O=C(c1ccco1)N1CCN(c2ncnc3c2[nH]c2ccc(Br)cc23)CC1	1
O=C(CCCOc1ccccc1)Nc1ccc(Br)cc1	-3
COc1cc(NS(=O)(=O)c2ccc(Br)s2)cc(OC)c1	?
O=C(Nc1ccc(Br)cc1)c1cnccn1	0

Additional compounds.
Molecule	miR-122 sensor
COc1ccc(NC(=O)c2cc3cc(OC)ccc3oc2=N)cc1	-2
CC(=O)NNC(=O)c1ccncc1	-4
Cn1c(=O)c(=O)n(C)c2cc(S(=O)(=O)N3CCCCCC3)ccc21	0
CCOC(=O)CSCC(=O)Nc1ccc(S(=O)(=O)N2CCCCC2)cc1	3
CCOc1cc(NS(=O)(=O)c2ccc(OC)cc2)c(OCC)cc1NC(=O)c1ccco1	10
O=C1NC(=S)N/C1=C/c1cc([N+](=O)[O-])ccc1O	3
CCc1ccc(NC(=O)C2CC(=O)N(C(C)C)C2)cc1 (configuration not stated)	0
Cc1nnc2c3ccccc3c(-c3ccc(O)cc3)nn12	-5
CCOc1ccccc1NC(=O)c1cc(C(=O)c2cc(OC)ccc2O)coc1=N	7
O=C(Nc1cc(C(F)(F)F)ccc1Cl)C1CCN(c2nnc(-n3cccc3)s2)CC1	5
CC(=O)c1c(C)[nH]c(C(=O)OCc2nnc(-c3ccccc3)o2)c1C	6
O=C1c2cccnc2C(=O)N1c1cccc(-c2nc3ccccc3o2)c1	1
Cc1cccc(OCC(=O)Nc2ccccc2N2CCN(C(=O)C(C)C)CC2)c1C	-2
Fc1ccccc1Sc1ccccc1CNC1=NCCN1	-8
